# APJ agonist: agonists of human apelin receptor APJ, primary screen, CHO-K1 cells, PathHunter beta-arrestin, luminescence. 0% DMSO wells, 100% apelin. activation, % at 20 µM. actives 0.11% (n = 330,000). AID 2520, 2010;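 active = activation more than six SD over the plate average, tested at 20 µM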;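 also: 0% = DMSO alone and 100% = apelin-13 at 10 nM; some results filed as inactive read as strong as hits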
# Target sequence (P35414 whole entry, looked up): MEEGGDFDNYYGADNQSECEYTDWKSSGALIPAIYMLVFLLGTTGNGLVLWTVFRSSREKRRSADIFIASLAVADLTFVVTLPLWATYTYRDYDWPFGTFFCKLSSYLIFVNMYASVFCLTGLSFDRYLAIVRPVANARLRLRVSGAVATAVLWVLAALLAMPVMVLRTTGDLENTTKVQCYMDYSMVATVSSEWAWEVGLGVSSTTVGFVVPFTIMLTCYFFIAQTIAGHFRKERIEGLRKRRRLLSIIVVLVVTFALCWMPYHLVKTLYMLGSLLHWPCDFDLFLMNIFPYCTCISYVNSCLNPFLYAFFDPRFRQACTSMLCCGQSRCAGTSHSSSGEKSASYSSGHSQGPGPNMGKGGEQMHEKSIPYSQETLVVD
#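 Assay system: CHO-K1 cells stably expressing ProLink-tagged human APJ and arrestin–beta-gal acceptor. Compound dosing: 20 µM single point, 1% DMSO. Times: 16-18 h seeding, 90 min dark compound exposure, 60 min detection. Detection: beta-gal luminescence. Evaluation: APJ–arrestin association signal. Controls: negative DMSO alone, positive Apelin-13 at 10 nM.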
# MPTP block: mitochondrial permeability transition pore inhibitors, primary screen, biochemical, isolated mouse mitochondria, absorbance; AID 602449, 2012; inhibition, % at 10 µM; actives 1.4% (n = 360,000); Ca2+ swelling absorbance, 30 min;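 active = inhibition of 50% or more, scaled per plate between neutral and stimulator controls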;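 also: 0% = DMSO wells given calcium and 100% = 1 mM EGTA wells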
# TIM10 inh: growth inhibitors of isogenic TIM10 control yeast, primary screen, counter-screen for tim10-1 yeast inhibitor project, luminescence, uHTS; S. cerevisiae TIM10 strain growth, BacTiter-Glo luminescence, 24 h; inhibition, % at 10 µM; actives 1.4% (n = 330,000); AID 463195, 2010;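 active = inhibition of 40% or more at the single tested concentration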;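 also: wild-type TIM10 isogenic control strain grown at permissive 25 °C; 0% = DMSO yeast wells and 100% = minimal medium wells without yeast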
# NLRP3 yeast inh: NALP3 inflammasome inhibitors in reconstituted yeast, primary screen, luminescence, uHTS. Yeast reconstituted NLRP3/ASC/caspase-1, beta-gal luminescence, 24 h. inhibition, % at 10 µM. actives 0.39% (n = 330,000). AID 2825, 2010;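 active = inhibition of 50% or more; inactive = inhibition below 50%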;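 also: plate controls were induced DMSO wells for no effect and uninduced yeast grown without galactose for full effect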
# tim10-1 inh: growth inhibitors of tim10-1 mutant yeast, primary screen, luminescence, uHTS. S. cerevisiae tim10-1 ts strain growth, BacTiter-Glo, 24 h. inhibition, % at 20 µM. actives 2.2% (n = 330,000). AID 463190, 2010;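 active = inhibition of at least 40%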;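 also: mutant grown at 25 °C; 0% = DMSO wells with yeast and 100% = wells holding no yeast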
# APJ antagonist: antagonists of human apelin receptor APJ, primary screen, CHO-K1 cells, beta-arrestin complementation, luminescence; P35414; inhibition, % at 20 µM; actives 0.32% (n = 330,000);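 active = inhibition above about 40% at 20 µM, limit read from the data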;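 also: cells challenged with 10 nM apelin-13 agonist together with compound; plate controls were apelin-13 plus DMSO wells for no effect and DMSO wells lacking apelin-13 for full effect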
# beta cell repl: inducers of MIN6 beta-cell proliferation, primary screen, ATP luminescence, uHTS. MIN6 cells proliferation, ATPlite luminescence, 48 h; cells starved in 0.2% serum; 100% = growth in 10% serum. actives 0.29% (n = 330,000). proliferation, % at 10 µM;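 active = compounds whose signal lies at least 3.5 SD above the mean of all wells on their plate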;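 also: 0% = DMSO-treated cells in low-serum medium and 100% = 10% serum control; some compounds called inactive have numbers as strong as hits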
# GRIN3A LBD mod: binders of NR3A ligand-binding domain, primary screen, biophysical, differential scanning fluorimetry, uHTS | actives 2.5% (n = 340,000) | AID 1259313, 2017 | Glutamate receptor ionotropic, NMDA 3A (GRIN3A) ligand-binding domain | NR3A LBD differential scanning fluorimetry, Tm shift; 0% = protein alone, 100% = glycine-bound protein | Tm shift relative to glycine control, % at 25 µM;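 active = melting temperature shift of at least 10% of the positive control shift, at one fixed dose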
# tim23-1 inh: growth inhibitors of tim23-1 mutant yeast, primary screen, luminescence, uHTS. S. cerevisiae tim23-1 growth, BacTiter-Glo luminescence, 24 h. inhibition, % at 20 µM. actives 1.3% (n = 330,000);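 active = growth inhibition of the mutant yeast at or above 50%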;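 also: temperature-sensitive mutant grown at 25 °C; plate controls were DMSO-treated mutant yeast for no effect and medium wells lacking yeast for full effect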
# * = called active by the depositor; x = not tested or not shown. Compounds as they come. About 7.2% of those tested had a hit in this group.
SMILES,APJ agonist,MPTP block,TIM10 inh,NLRP3 yeast inh,tim10-1 inh,APJ antagonist,beta cell repl,GRIN3A LBD mod,tim23-1 inh
C=C(C)CSc1nc(N)c(C#N)c(-c2ccc(C)cc2)c1C#N,-0.7,2.1,9.1,13.7,10.7,-14.2,-1.8,-2.5,1.1
COc1ccc2[nH]c3c(c2c1)CCN1C(=O)C(CC(=O)NCc2ccco2)C[C@H](C(=O)N(C(C)C)C(C)C)[C@@]31C (stereo not given in full),x,1.0,-0.8,x,21.4,x,x,-1.1,38.6
Cc1cc(=O)[nH]c(N/N=C/c2c[nH]c3ccccc23)n1,-1.9,-0.4,-18.6,-13.4,-13.9,12.5,-2.3,0.8,2.3
CCCc1c(O)nc(SCC(=O)NCCc2ccc(OC)c(OC)c2)[nH]c1=O,-0.7,-4.7,-10.2,10.5,2.3,11.1,-1.9,-0.4,4.4
COC(=O)COc1cccc(NS(=O)(=O)c2cccc([N+](=O)[O-])c2)c1,-1.8,-1.4,1.2,16.9,-0.5,2.6,-2.0,-0.2,0.5
COc1ccc(C)cc1-n1nnnc1SCC(=O)NC1CC1,-4.6,-0.5,5.0,16.7,13.1,-0.6,1.5,-0.8,7.7
O=C(O)CCC(=O)N1CCN(c2nc(-c3ccccc3Cl)c3cc(Br)ccc3n2)CC1,-2.7,4.8,16.7,10.4,18.7,-33.6,0.8,-1.8,15.1
COc1ccc(NC(=O)C2CCCCN2N)cc1OCC(C)C (stereo not given),0.0,0.1,3.7,13.3,2.0,-6.6,-0.4,2.8,4.3
CSCCC(NC(=O)c1ccccc1Cl)C(=O)NNC(=O)c1csc(N2CCOCC2)n1 (stereo not given),-2.3,-1.2,-2.3,13.2,-3.2,18.9,4.5,-0.3,-3.9
CC(C)Oc1ccc(CNC(=O)Oc2ccccc2)cc1,-1.4,1.0,0.1,37.7,8.3,-13.0,-0.6,0.5,20.5
CC(=O)Nc1nnc(SCC(=O)Nc2ccc(N3CCOCC3)c(Cl)c2)s1,-6.6,1.4,-13.2,13.5,8.3,9.5,-0.3,0.3,-6.5
Cc1ccccc1NCc1ccc([N+](=O)[O-])s1,-1.9,1.0,7.6,16.5,13.2,-0.6,-1.7,0.4,28.0
CC1=CC(C)(C)N(C(=O)CCl)c2ccccc21,-1.7,-1.1,-7.0,-2.1,19.8,-8.6,-2.4,1.0,11.0
COc1ccc(OCCCC(=O)NCCc2nc3ccccc3[nH]2)cc1,-2.7,-0.7,15.4,-0.1,10.7,12.6,1.8,-0.6,-10.4
O=C(NC(NCc1ccccn1)(C(F)(F)F)C(F)(F)F)c1ccco1,-3.6,0.2,-21.2,1.8,7.6,7.7,-0.1,-1.2,-9.3
Cc1cc(C(=O)NNc2cc(Cl)ccc2Cl)no1,2.3,1.4,-40.8,24.7,-22.5,12.0,-3.5,-1.3,-7.4
CCCCc1nc(C(N)=O)c2[nH]c(=O)n(-c3ccc(OC)c(OC)c3)c2n1,0.1,-1.7,11.6,-4.7,-4.9,23.4,-2.3,0.5,16.4
CCCCc1sc(-c2c(C#N)c(N)nc3c2CCCCC3)cc1[N+](=O)[O-],-2.5,3.3,27.4,5.5,31.9,17.2,-4.9,-18.3,24.8
CCc1ccc(NC(=O)CCc2ccc(C)o2)cc1,0.4,-0.2,-9.2,30.3,1.6,1.3,-0.8,-6.4,14.5
COc1ccc2cc(S(=O)(=O)NCCCN3CCOCC3)ccc2c1,3.4,1.0,-9.5,16.5,-5.2,-31.3,-2.3,0.8,17.9
Cc1nc2ccccn2c1C(=O)N=Nc1c(O)[nH]c2ccccc12,3.7,4.8,-6.1,12.1,-2.0,-4.2,0.0,-1.1,-10.9
Cc1ccc(S(=O)(=O)N2[C@@H](c3ccccc3)C(C(=O)O)=CC[C@H]2c2ccc(Cl)c(Cl)c2)cc1,-1.7,-1.7,-8.0,10.2,15.9,-0.1,-6.3,-16.6,4.5
COc1ccc(CNC(=O)C(NS(=O)(=O)c2cccc3nsnc23)C(C)C)cc1 (stereo not given),0.4,-1.6,18.4,-3.1,23.9,14.1,1.3,-2.6,9.2
O=C(NCCN1CCN(C(=O)c2cccs2)CC1)C(=O)Nc1ccc(Br)cc1,0.0,-1.5,11.5,6.9,20.9,-2.0,2.9,0.0,23.0
CC[C@]12c3[nH]c4cc(-c5ccco5)ccc4c3CCN1C(=O)[C@@H](CC(=O)NCCN1CCOCC1)C[C@@H]2C(=O)N1CCN(C(=O)C2CC2)CC1,x,-1.1,20.1,x,-0.3,x,x,-1.1,18.0
Cc1ncc([N+](=O)[O-])n1CC(=O)Nc1cc(Cl)ccc1Cl,-3.2,-0.7,4.0,6.3,-8.9,17.8,-1.3,1.7,-3.4
COc1cccc([C@@H]2CC=C(C(=O)O)[C@H](c3ccc(C)cc3)N2S(=O)(=O)c2ccc(C)cc2)c1,-3.7,1.0,8.9,-1.5,6.1,1.6,-2.7,0.8,2.5
CCN(CC)CC(=O)Nc1cc(N(C)C)nc2ccccc12,0.6,-0.6,13.3,1.4,-3.6,1.2,0.3,-2.1,-2.5
Cc1cc(C)nc(SCCC(=O)Nc2cccc3ccccc23)n1,-0.9,1.6,-10.8,23.5,5.1,-7.7,-3.9,-0.8,-23.7
C=CCC1c2cccc(C(=O)O)c2C(=O)N1c1cccc(OC)c1 (stereo not given),-2.4,1.6,17.3,3.6,3.4,0.1,0.2,0.5,16.9
COc1ccc(N2CCN(C(C)C(=O)N3CCc4ccccc43)CC2)cc1 (stereo not given),1.1,-1.7,12.6,19.3,24.0,19.0,-1.7,0.2,20.5
Cc1cc(C)c(NC(=O)NC2CCCCC2)c(C)c1,-3.3,1.0,14.2,3.1,17.3,-11.9,0.3,-4.2,12.1
CC(=O)N1CCN(CC(=O)NC(=O)Nc2ccc3c(c2)OCCO3)CC1,-1.4,-0.7,5.4,3.8,11.6,-0.7,-0.9,1.0,10.1
CC1CCCCC12NC(=O)N(CC(=O)NC1CCCc3ccccc31)C2=O (stereo not given),-3.5,2.3,-7.5,-2.2,2.5,6.4,0.0,-4.2,-0.6
O=C(O)C12CC3CC(C1)CC(n1ncc(N4CCN(c5ccccc5)CC4)c(Cl)c1=O)(C3)C2,-2.1,-0.5,4.6,16.4,8.6,-1.4,-0.7,0.9,2.6
CC(=O)Nc1ccc(S(=O)(=O)N2CCN(CCc3ccccc3)CC2)cc1,0.4,1.1,4.3,12.1,7.7,4.1,0.1,0.2,4.6
COc1ccc(C2=CC(=O)OC3(CCCCC3)O2)cc1,-1.5,0.4,20.7,10.8,22.7,17.1,2.1,-0.6,34.4
O=C(COC(=O)C1CCN(S(=O)(=O)c2cccs2)CC1)Nc1ccccc1,-0.9,-1.1,-0.9,19.8,19.9,8.8,3.8,-0.9,0.0
C=CCN1C2CCCC1CC(NC(=O)Nc1cccc(C(C)=O)c1)C2 (stereo not given),-6.1,-0.8,0.5,-0.4,-8.7,-5.4,-4.2,-1.7,9.3
O=C(/C=C/c1cccc(Cl)c1)NCc1ccncc1,-0.2,0.7,-1.5,11.8,3.4,-3.0,-0.2,-1.1,9.3
O=C1CSc2ccc(S(=O)(=O)NCc3ccc(F)cc3)cc2N1,3.8,-0.5,14.8,4.8,22.5,-14.1,-3.5,-0.3,23.7
COc1ccc(C(CNC(=O)c2cccc(N(C)C)c2)N2CCCC2)cc1 (stereo not given),-2.5,-1.3,7.3,10.2,11.8,12.1,-1.6,0.8,1.9
CCOC(=O)c1c(C)nc2c3ccccc3ccn12,8.0,-0.3,9.4,25.7,34.0,25.6,-1.5,5.9,40.1
COc1cc(CCC(=O)OCC(=O)Nc2ccc3c(c2)OCO3)cc(OC)c1OC,0.4,0.4,15.8,5.8,19.3,-1.7,-1.4,-0.4,21.5
O=S(=O)(c1ccccc1)c1nc(-c2ccccc2)oc1N1CCCC1,-3.0,-1.1,12.4,6.4,9.5,9.3,-1.3,1.4,-5.4
CC1CCN(C(=O)CSc2nc3ccccc3c(=O)[nH]2)CC1,-1.0,-1.7,-3.2,0.3,0.5,13.4,1.2,0.0,-8.7
O=C1CN(C(=O)CSc2nc3c(cnn3-c3ccccc3)c(=O)[nH]2)c2ccccc2N1,-1.3,-0.5,-5.1,6.7,-2.0,7.1,1.1,1.9,-11.1
O=C(Nc1nnc(-c2ccccc2)o1)c1nc2ccccc2s1,1.8,62.6*,5.9,8.8,7.5,-52.3,-3.8,1.8,12.8
CN(CC(=O)Nc1ccc(F)c(F)c1F)C(=O)Cn1cnc2c1c(=O)n(C)c(=O)n2C,-5.3,-1.2,-9.2,12.8,-2.1,20.9,-2.4,-0.1,-6.3

# Given as tab-separated lines: 11 of the compounds above.
molecule	APJ agonist	MPTP block	TIM10 inh	NLRP3 yeast inh	tim10-1 inh	APJ antagonist	beta cell repl	GRIN3A LBD mod	tim23-1 inh
O=C(COC(=O)C1CCN(S(=O)(=O)c2cccs2)CC1)Nc1ccccc1	-0.9	-1.1	-0.9	19.8	19.9	8.8	3.8	-0.9	0.0
C=CCN1C2CCCC1CC(NC(=O)Nc1cccc(C(C)=O)c1)C2 (stereo not given)	-6.1	-0.8	0.5	-0.4	-8.7	-5.4	-4.2	-1.7	9.3
O=C(/C=C/c1cccc(Cl)c1)NCc1ccncc1	-0.2	0.7	-1.5	11.8	3.4	-3.0	-0.2	-1.1	9.3
O=C1CSc2ccc(S(=O)(=O)NCc3ccc(F)cc3)cc2N1	3.8	-0.5	14.8	4.8	22.5	-14.1	-3.5	-0.3	23.7
COc1ccc(C(CNC(=O)c2cccc(N(C)C)c2)N2CCCC2)cc1 (stereo not given)	-2.5	-1.3	7.3	10.2	11.8	12.1	-1.6	0.8	1.9
CCOC(=O)c1c(C)nc2c3ccccc3ccn12	8.0	-0.3	9.4	25.7	34.0	25.6	-1.5	5.9	40.1
COc1cc(CCC(=O)OCC(=O)Nc2ccc3c(c2)OCO3)cc(OC)c1OC	0.4	0.4	15.8	5.8	19.3	-1.7	-1.4	-0.4	21.5
O=S(=O)(c1ccccc1)c1nc(-c2ccccc2)oc1N1CCCC1	-3.0	-1.1	12.4	6.4	9.5	9.3	-1.3	1.4	-5.4
CC1CCN(C(=O)CSc2nc3ccccc3c(=O)[nH]2)CC1	-1.0	-1.7	-3.2	0.3	0.5	13.4	1.2	0.0	-8.7
O=C1CN(C(=O)CSc2nc3c(cnn3-c3ccccc3)c(=O)[nH]2)c2ccccc2N1	-1.3	-0.5	-5.1	6.7	-2.0	7.1	1.1	1.9	-11.1
O=C(Nc1nnc(-c2ccccc2)o1)c1nc2ccccc2s1	1.8	62.6*	5.9	8.8	7.5	-52.3	-3.8	1.8	12.8

# Screens: PubChem BioAssay, Sanford-Burnham Center for Chemical Genomics
